# Screening results as filed in PubChem BioAssay.
# PAX8 reporter: inhibitors of PAX8-driven TPO luciferase reporter, primary screen, RMG-I cells, single concentration. SteadyGlo, 24 h. inhibition, % at 12.6 µM. 360,000 tested, 1.2% active. AID 652154, 2013;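 active = mean replicate inhibition at least 60% with every replicate also reaching 60%; inconclusive = only one of the two criteria is met; inactive = mean below 60% and not all replicates reaching 60%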;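 note: luciferase light reporting Pax8 driven TPO promoter activity; plate controls were median of neutral control wells for no effect and mitoxantrone controls for full effect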
# FN deposition inh: inhibitors of fibronectin matrix deposition, primary screen, AH1F cells, Alexa488-fibronectin fluorescence, plate reader; AH1F fibroblasts, overnight; inhibition, % at 12.6 µM; 350,000 tested, 0.086% active; AID 743247, 2014;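 active = mean inhibition across replicates of 30% or more, regardless of how many single replicates reach that level; inconclusive = mean under 30% yet at least half of replicates reach 30%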;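 note: positive control wells lacked labelled fibronectin entirely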
#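 Assay system: AH1F fibroblasts / Quantity: 10000 cells per well / Medium: DMEM plus 2% serum, read in PBS / Reagent: labelled fibronectin 24 nM / Dosing: single dose, pinned / Times: 1 h cell attachment, overnight exposure to compound and label / Signal: fluorescence, ex 485 nm, em 525 nm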
# EWS-Fli block: EWS/Fli-driven NR0B1 reporter inhibitors, primary screen, A673 cells, NR0B1 luciferase, luminescence, MLPCN library | viability-normalised | inhibition, % at 12.6 µM | 350,000 tested, 0.67% active;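 active = mean inhibition of at least 50% after viability correction, with every replicate also passing that limit; inconclusive = mean reaches 50% but only one of two replicates passes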;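 note: firefly luciferase signal divided by Alamar Blue viability fluorescence both relative to DMSO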
# ERAP1 inh: human ERAP1 aminopeptidase inhibitors, primary screen, biochemical, single point, plate reader; Endoplasmic reticulum aminopeptidase 1 (Homo sapiens), Q9NZ08; recombinant ERAP1, Leu-AMC fluorescence, 60 min; inhibition, % at 10.7 µM; 340,000 tested, 0.15% active; AID 652197, 2013;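 active = mean replicate inhibition of at least 30%, or all replicates individually reaching that 30% level; inactive = mean below 30% and not every replicate reaching it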;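 note: 0% = neutral control wells and 100% = L-leucinethiol positive control wells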
# Target sequence (Q9NZ08 whole entry, looked up): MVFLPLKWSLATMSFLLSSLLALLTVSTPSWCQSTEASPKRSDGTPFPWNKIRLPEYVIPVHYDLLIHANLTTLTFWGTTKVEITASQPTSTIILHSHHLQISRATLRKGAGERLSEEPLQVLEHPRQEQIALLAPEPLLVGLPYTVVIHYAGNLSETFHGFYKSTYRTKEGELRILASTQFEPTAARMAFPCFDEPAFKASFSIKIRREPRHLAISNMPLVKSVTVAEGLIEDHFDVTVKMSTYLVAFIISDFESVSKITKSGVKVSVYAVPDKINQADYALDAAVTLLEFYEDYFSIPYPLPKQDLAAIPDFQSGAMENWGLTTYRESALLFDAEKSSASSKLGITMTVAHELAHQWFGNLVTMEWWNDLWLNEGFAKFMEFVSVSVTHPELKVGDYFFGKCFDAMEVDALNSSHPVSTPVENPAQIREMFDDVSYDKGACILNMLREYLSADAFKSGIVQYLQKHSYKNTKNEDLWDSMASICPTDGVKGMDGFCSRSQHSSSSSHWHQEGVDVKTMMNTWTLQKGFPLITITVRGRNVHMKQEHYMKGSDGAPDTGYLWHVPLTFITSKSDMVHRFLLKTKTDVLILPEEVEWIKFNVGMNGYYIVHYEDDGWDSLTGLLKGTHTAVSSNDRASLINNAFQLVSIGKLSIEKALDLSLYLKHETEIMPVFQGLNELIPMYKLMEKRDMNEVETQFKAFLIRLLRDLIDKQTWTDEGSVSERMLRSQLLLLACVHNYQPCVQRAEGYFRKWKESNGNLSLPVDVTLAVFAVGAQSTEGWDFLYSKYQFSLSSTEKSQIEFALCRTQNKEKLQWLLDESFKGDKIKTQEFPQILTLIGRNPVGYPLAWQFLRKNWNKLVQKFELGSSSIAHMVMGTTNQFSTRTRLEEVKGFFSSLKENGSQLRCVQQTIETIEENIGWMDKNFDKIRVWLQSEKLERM
# PGC1a acetyl inh: inhibitors of PGC1a acetylation signal, primary screen, cell-based, U2OS, AlphaScreen, inhibitor mode | AlphaScreen anti-acetyl-lysine; with virally co-expressed GCN5 acetyltransferase | 350,000 tested, 0.17% active | inhibition, % at 15.6 µM;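 active = every replicate shows inhibition of at least 40%; inconclusive = mean inhibition at least 40% but some replicate below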;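 note: 0% = neutral control wells and 100% = positive control wells; some results beyond the cut were filed as inactive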
# LGR2 antag: inhibitors of bursicon-induced LGR2 CRE-luciferase signal, primary screen, cell-based, HEK293, CRE-luciferase reporter, bursicon stimulation | 380,000 tested, 0.35% active | AID 720647, 2013 | bursicon-stimulated, 4 h | inhibition, % at 9.99 µM;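 active = drop in luminescence signal, shown as inhibition above about 50% in the replicate tests, limit read from the data, passing the limit was not always enough; inconclusive = probably only some replicates passing the limit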;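 note: agonist challenge used bursicon conditioned medium at about half maximal strength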
# S100A4 MyoIIA: inhibitors of S100A4-myosin IIA peptide binding, primary screen, biochemical, fluorescence polarization, TAMRA-MyoIIA peptide. Protein S100-A4 (Homo sapiens), P26447. inhibition, % at 10.7 µM. 360,000 tested, 0.14% active. AID 652163, 2013;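 active = mean inhibition of at least 70% across replicates, with every replicate also reaching that level; inconclusive = mean inhibition reaches 70% but some replicates fall short; inactive = mean inhibition below 70%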
# Target sequence (P26447 whole entry, looked up): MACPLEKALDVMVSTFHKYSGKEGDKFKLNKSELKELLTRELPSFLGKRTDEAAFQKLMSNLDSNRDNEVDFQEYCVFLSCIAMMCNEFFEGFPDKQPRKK
#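 Test system – S100A4 monomer (human) · Compound – single-point compound testing · Schedule – 5 min incubation before reading · Probe or stimulus – TAMRA-labelled myosin IIA heavy-chain peptide probe, 5 nM · Benchmarks – neutral control DMSO, positive control TFP · Medium – Calcium-containing HEPES buffer, pH 7.2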
# PglD inh: C. jejuni PglD acetyltransferase inhibitors, primary screen, biochemical, DTNB colorimetric, single point; purified PglD enzyme, DTNB colorimetric CoA detection; UDP-N-acetylbacillosamine N-acetyltransferase PglD (Campylobacter jejuni); inhibition, % at 12.5 µM; 360,000 tested, 0.098% active; in the data active = inhibition above about 16%, passing the limit was not always enough; inconclusive = no clear call, values can overlap the other calls; note: strong numbers were not always called active
# * = called active by the depositor; ? = inconclusive; · = not tested or not shown; & = joins results of further samples.
no.	Structure	PAX8 reporter	FN deposition inh	EWS-Fli block	ERAP1 inh	PGC1a acetyl inh	LGR2 antag	S100A4 MyoIIA	PglD inh
1	CS(=O)(=O)c1ccc2nc(NC(=O)c3ccc(N4CCCC4=O)cc3)sc2c1	-8	-2	-3	-1	6	6	-2	-7
2	O=C(CN1CCCC1c1cccs1)N1CCN(S(=O)(=O)c2ccccc2)CC1 (centres undefined)	-2	1	6	0	2	-3	-3	-1
3	COc1cccc(-c2ccc([C@H]3[C@@H](CO)N(C(=O)c4ccccn4)[C@H]3C#N)cc2)c1	83*	-3	-9	-2	-11	66*	-2	1
4	O=C(Cc1ccccc1)Nc1nc(-c2cccs2)cs1	-150	-10	·	-3	4	·	4	1
5	Cc1ccccc1-c1cnc2c(c1)C(=O)N([C@@H](C)CO)C[C@@H](C)[C@H](CN(C)Cc1cccnc1)O2	·	·	-1	-2	0	12	-1	2
6	COc1ccc(-c2[nH]nc3oc(=O)c(CCO)c(C)c23)cc1	-1	-2	4	10	·	-3	-5	·
7	COc1ccc(C#Cc2ccc3c(c2)O[C@H](CN(C)C(=O)Nc2cccc(OC)c2)[C@H](C)CN([C@@H](C)CO)S3(=O)=O)cc1	·	8	16	-1	-2	10	-3	3
8	O=C(O)/C=C/c1cn(-c2ccccc2)nc1-c1ccccc1	-13	-10	4	0	9	-1	2	-5
9	O=C(/C=C/c1ccco1)Nc1ccccc1C(=O)Nc1cccc(C(=O)O)c1	0	13	-3	·	8	15	4	2
10	O=C(C[C@H]1C[C@@H]2c3cc(NC(=O)C4CCOCC4)ccc3O[C@@H]2[C@@H](CO)O1)NCc1ccccc1	-2	-9	-10	1	-11	-1	-3	-1
11	O=C(Nc1ccc(S(=O)(=O)Nc2nccs2)cc1)c1ccc(N2C(=O)c3ccccc3C2=O)cc1	-1	15	8	8	·	3	-6	·
12	CC(C)N1CC(C(=O)Nc2ccc(S(=O)(=O)N3CCCCC3)cc2)CC1=O (centres undefined)	-2	-6	·	-3	-3	-6	-3	-5
13	C[C@H]1CN([C@@H](C)CO)C(=O)CCCn2cc(nn2)CO[C@@H]1CN(C)C(=O)Nc1ccc(-c2cccs2)cc1	16&11	-11&-7	-8&-2	-3&3	-9&2	-1&-16	-1&-8	3&3
14	c1ccc2sc(NC3=NCN(CCN4CCOCC4)CN3)nc2c1	-10	8	-3	-3	3	-26	-1	·
15	CCC1=[N+](C)c2cccc3cccc(c23)N1C	5	·	-2	36*	-9	-10	21	·
16	C[C@@H]1CN([C@@H](C)CO)S(=O)(=O)c2ccc(C#CC3CCCCC3)cc2O[C@H]1CN(C)C	·	18	28	-4	3	8	1	-3
17	CNC(=O)C[C@@H]1CC[C@@H]2[C@H](COC[C@H](O)CN2Cc2ccncc2)O1	-19	-16	-4	2	0	-5	33	-1
18	CCc1nnc(/N=C/c2c(O)n(-c3ccc(Cl)cn3)c(=O)c3ccccc23)s1	-1	-1	·	·	7	4	·	·
19	O=C(N/N=C/c1ccc(OC(=O)c2ccco2)cc1)c1ccccn1	-69	-3	-49	1	-11	-4	-4	·
20	O=C(Nc1c(F)cccc1F)C1CCN(C(=O)c2cccs2)CC1	-15	-12	0	0	6	-7	-3	-2
21	COc1cc2c(cc1OC)-c1nnc(-c3cccs3)n1C(C)(C)C2	14	-5	5	·	-15	-4	-2	1
22	Cc1ccc(OCCC(=O)OCC(=O)Nc2ccc(C)cc2Cl)cc1	-1	-2	-2	-1	-6	-7	-3	2
23	O=C(O)CCCn1cc(NC(=O)c2ccc(F)cc2)cn1	-6	8	4	1	-6	19	-5	·
24	CCOC(=O)[C@]12CCCC=C1N(Cc1ccc3c(c1)OCO3)C(=O)[C@H](CC(=O)N1CCC(c3ccccc3)CC1)C2	15	·	6	·	·	20	4	·
25	COc1ccc(CN(C)C[C@H]2OCCCC[C@H](C)Oc3ccc(NS(=O)(=O)c4ccc(OC)cc4)cc3C(=O)N([C@H](C)CO)C[C@@H]2C)cc1	-4	5	78*	·	9	5	·	2
26	C#CCn1c(=NC(=O)c2sc3ccccc3c2Cl)sc2cc(S(N)(=O)=O)ccc21	-17	-27	·	·	·	-3	·	-1
27	COc1ccccc1N1CCN(c2nc(C)nc3c2oc2ccccc23)CC1	·	4	·	·	-7	-23	·	-2
28	CC(C)n1cnnc1SCC(=O)NNC(=O)COc1ccc(Cl)cc1	5	3	-3	2	·	7	-2	0
29	C[C@H](CO)N1C[C@H](C)[C@H](CN(C)S(=O)(=O)c2ccccc2)Oc2ccc(NS(=O)(=O)c3ccc(F)cc3)cc2CC1=O	·	·	1	-1	1	5	6	-2
30	CN(C)CC(=O)N1CC2(C1)[C@@H](c1ccccc1)[C@@H](CO)N2S(=O)(=O)c1ccccc1	-5	4	4	-1	6	9	5	·
31	Cc1ccc(NC(=O)c2cc(=O)[nH]c3ccccc23)cc1C	20	5	-3	-3	·	4	5	-3
32	C[C@@H]1CCCCO[C@@H](CN(C)C(=O)CCC(F)(F)F)[C@@H](C)CN([C@H](C)CO)C(=O)c2cc(NC(=O)c3ccccc3)ccc2O1	-19	5	-11	-3	-6	-4	33	-5
33	Cn1ncc(Oc2ccc([N+](=O)[O-])cc2)c(Cl)c1=O	1	0	9	·	8	-5	-5	-1
34	COc1ccc(S(=O)(=O)N2CCOCC2)cc1NC(=O)c1cccs1	3	2	3	-2	-12	-5	-4	2
35	O=C1c2ccccc2C(=O)N1c1ccc(S(=O)(=O)N2CCCCC2)cc1	-4	0	-7	2	4	0	6	5
36	O=c1c2c(-c3ccc(Cl)cc3)csc2nc2n1CCC2	·	15	·	·	-12	7	·	-1
37	Cc1[nH]c(C(=O)N/N=C/c2ccc(C(=O)O)cc2)c(C)c1C(=O)N/N=C/c1ccc(C(=O)O)cc1	-10	-3	·	·	7	5	·	7
38	COc1cc(NC(=O)c2cc(C(C)C)on2)cc(OC)c1OC	-15	5	-6	8	-8	-6	4	6
39	CS(=O)(=O)N(CC(=O)NCC1CCCO1)c1cccc(Cl)c1 (centres undefined)	22	0	-1	0	7	-40	-4	·
40	O=C(CC12CC3CC(CC(C3)C1)C2)NCC(=O)OCc1cc(=O)oc2ccc3ccccc3c12	-19	5	-2	1	56	12	0	-8
41	C[C@H]1CN([C@@H](C)CO)C(=O)c2cccc(N(C)C)c2O[C@H]1CN(C)C(=O)Nc1ccc2c(c1)OCO2	-22	2	0	-6	8	-7	-2	1
42	C[C@@H]1CCCCO[C@@H](CN(C)CC2CC2)[C@@H](C)CN([C@H](C)CO)C(=O)c2cc(NC(=O)NC3CCCCC3)ccc2O1	-9	·	·	2	19	-14	4	-2
43	CC(C(=O)NC1CCCCCC1)c1ccc([N+](=O)[O-])cc1 (centres undefined)	12	-2	14	0	-7	-14	-5	7
44	COc1ccccc1-c1ccc2c(c1)[C@H]1[C@H](CCN1S(=O)(=O)c1ccccc1F)[C@@H](CO)N2	53	-13	8	0	-12	5	-4	-1
45	CC(C)c1ccc(S(=O)(=O)N2CCN(C(=S)NCc3ccco3)CC2)cc1	0	-12	·	·	-8	7	·	-1
46	Cn1cc(C(=O)c2ccc(Cl)cc2Cl)cc1C(=O)N/N=C(\N)COc1ccc(Cl)cc1	70*	6	25	-2	-15	0	1	·
47	CN1CCN(C(=O)CCN2C(=O)/C(=C\c3ccccc3F)SC2=S)CC1	-11	-12	·	6	-2	1	-7	-1
48	COc1ccc(Cl)cc1C(=O)Nc1nc(C)cc(C)n1	4	-13	2	-4	-4	-21	-2	6
49	CC(C)CCn1c(CN2CCN(C(=O)c3ccco3)CC2)nc2c1c(=O)n(C)c(=O)n2C	17	-1	4	1	-7	15	0	2
50	C[C@@H]1CN([C@H](C)CO)C(=O)Cc2cc(NC(=O)Nc3ccc(C(F)(F)F)cc3)ccc2O[C@H]1CN(C)C(=O)NC1CCCCC1	19	·	3	-2	-2	·	6	-2
51	O=C(c1ccccn1)N1CC(=O)N2[C@H](CO)[C@@H](c3ccc(C#Cc4ccccc4)cc3)[C@@H]2C1	·	·	-11	1	-2	1	16	·
52	CCOC(=O)C1(Cc2ccccc2)CCCN(S(=O)(=O)N(C)C)C1 (centres undefined)	28	-3	9	-3	-3	-7	0	4
53	CCCN(C)C[C@H]1Oc2ncc(-c3cccnc3)cc2C(=O)N([C@@H](C)CO)C[C@@H]1C	·	-1	-13	4	5	13	-1	-3
54	Nc1ccc(-c2nc3ccccc3[nH]2)cc1	-83	-11	-27	1	-2	-32	2	0
55	O=C1CC(c2cccc(O)c2)Oc2ccccc21 (centres undefined)	-66	8	-21	0	4	-15	1	0
56	COc1ccc(CN(C)C[C@H]2OCCCC[C@H](C)Oc3ccc(NC(=O)Nc4ccccc4)cc3C(=O)N([C@@H](C)CO)C[C@@H]2C)cc1	3	4	9	·	1	11	·	3
57	CCOC(=O)CN1C(=N)N(c2nc(NC(C)C)nc(OC)n2)CC1=O	5	3	14	4	?	-8	-1	-2
58	C[C@@H]1CN([C@H](C)CO)C(=O)c2cc(NS(=O)(=O)c3ccccc3)ccc2O[C@@H](C)CCCCO[C@@H]1CN(C)Cc1ccc(C(F)(F)F)cc1	102*	1	1	-2	14	19	-2	-7
59	CC1CCCCN1CCCNc1c(C=O)c(=O)[nH]c2ccccc12 (centres undefined)	-13	7	16	-2	·	-8	-3	-5
60	N#CCCSc1ccccc1NC(=O)c1cc(=O)c2ccccc2o1	-18	4	3	3	6	-3	-1	0

# (cont.)
no.	Structure	PAX8 reporter	FN deposition inh	EWS-Fli block	ERAP1 inh	PGC1a acetyl inh	LGR2 antag	S100A4 MyoIIA	PglD inh
61	Cc1c(Cl)cccc1NC(=S)N1CCOCC1	11	1	0	-1	·	-18	-1	·
62	CN1c2ccc(-c3cccc(C#N)c3)cc2[C@@H]2[C@@H](CCN2C(=O)NC2CCCC2)[C@@H]1CO	31	0	-1	0	-10	2	11	·
63	COc1ccccc1NC(=O)c1ccccc1C(=O)N(C)Cc1ccccc1	-21	6	8	-2	4	-3	-4	-6
64	CCN(CC)S(=O)(=O)c1ccc(C(=O)NCC(=O)N/N=C/c2ccccc2OC)cc1	1	3	-5	1	0	-3	6	-4
65	Cc1ccc(-c2cnc3c(c2)C(=O)N([C@@H](C)CO)C[C@@H](C)[C@@H](CN(C)C)O3)cc1	·	7	-10	-1	3	6	20	1
66	CCC(C)C(NC(=O)c1ccccc1NC(=O)c1ccc(C)cc1)C(=O)O (centres undefined)	-14	0	-25	0	·	-11	0	·
67	COc1cc(/C=C(\C#N)c2ccccn2)cc(OC)c1O	22	4	8	14	-16	-9	0	·
68	O=C(C[C@@H]1C[C@@H]2c3cc(NC(=O)NC4CCCC4)ccc3O[C@@H]2[C@@H](CO)O1)NCc1ccc(-c2ccccc2)cc1	5	6	3	-2	3	7	-29	5

# Random draw from the library; about 2.1% have a hit in one of these screens.
